PTHR1 agonist: PTHR1 (human) receptor agonism; HEK293 GP2 PTHR1 cells, GloSensor cAMP luminescence, 1 h; Potency, µM (highest dose often 115 µM), without a hit: at the highest dose activation, most hits filed as activators; actives 0.075% (n = 410,000); AID 743266; also: potency is read from the fitted curve at half-maximal effect; nearly all actives have a fitted effect of over 55% in size; some results filed as inactive show a strong effect at the top dose; inactives centre near -15; many of its hits are not listed in these tables
Target sequence (Q03431 whole entry, looked up): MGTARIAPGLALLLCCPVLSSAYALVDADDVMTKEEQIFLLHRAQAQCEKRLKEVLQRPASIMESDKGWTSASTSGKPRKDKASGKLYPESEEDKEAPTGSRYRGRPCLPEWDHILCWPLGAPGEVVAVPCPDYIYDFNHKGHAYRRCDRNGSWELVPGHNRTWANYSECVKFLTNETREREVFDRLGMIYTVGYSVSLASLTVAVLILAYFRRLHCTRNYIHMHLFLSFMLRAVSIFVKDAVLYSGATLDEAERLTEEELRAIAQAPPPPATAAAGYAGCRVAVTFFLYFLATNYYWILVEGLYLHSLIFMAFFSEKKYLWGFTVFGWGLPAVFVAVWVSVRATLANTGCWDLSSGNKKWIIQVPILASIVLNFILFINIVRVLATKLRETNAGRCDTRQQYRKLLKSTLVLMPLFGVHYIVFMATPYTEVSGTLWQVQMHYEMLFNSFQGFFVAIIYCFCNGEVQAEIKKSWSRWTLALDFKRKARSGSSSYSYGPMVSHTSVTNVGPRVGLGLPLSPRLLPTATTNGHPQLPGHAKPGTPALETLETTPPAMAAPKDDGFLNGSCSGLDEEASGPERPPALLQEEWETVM
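HEK-293-derived GP2 cells expressing PTHR1 and a GloSensor cAMP reporter, 3,000/well, plated overnight, given luciferin plus IBMX (each 0.5 mM as added) for 1 h at 37 °C, then compound for 1 h at 37 °C. Luminescence was read after 15 min at room temperature.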
HEK293 tox: cytotoxicity counter-screen for GLP-1 receptor inverse agonists; HEK293 cAMP-luciferase reporter cells, luminescence, 24 h; Potency, µM (series often up to 38.3 µM), without a hit: at the top dose activity change, negative = inhibition, hits mostly inhibitors; actives 0.13% (n = 410,000); AID 624418;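 also: loss of luciferase light is scored as toxicity; potency is read from the fitted curve at half-maximal effect; % is scaled to controls: 0 for no effect and ±100 for the full control effect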
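Luminescence readout: signal drop marks cytotoxicity. Plated cells grew 12 h at 37 °C, 5% CO2, received 23 nL compound for 24 h, then got luciferase reagent, read after 12 min at RT.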
PLK1 PBD block: blocks phosphopeptide binding to human PLK1 polo-box domain; P53350; actives 2.8% (n = 360,000); Potency, µM, inactives show max response, negative = inhibition, hits mostly inhibitors; Plk1 PBD binding of FITC phosphopeptide, fluorescence polarization; AID 720504; also: potency is read from the fitted curve at half-maximal effect; series mostly up to about 57 µM; % is scaled to controls: 0 for no effect and ±100 for the full control effect; nearly all actives have a fitted effect of over 65% in size
IL-2 act: activators of IL-2; AID 652025; actives 0.065% (n = 360,000); IL-2 activation reporter assay, cell-based qHTS; stimulated with anti-CD3/CD4/CD28 beads; in transgenic mouse T cells; activation, % (series mostly up to about 46 µM); in the data active = activation above about 50%; inconclusive = mostly about 30% to 49%; also: 0% is about no effect
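Readout is EGFP and DsRed signal by fluorescent plate cytometry after 18 h at 37 degrees C. Transgenic mouse T cells (750/well) received compound for 60 min before bead stimulation (anti-CD3, anti-CD4, anti-CD28); memory T cells served as non-tolerant control.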
EPAC1 antagonist: EPAC1 (human) antagonism. EPAC1 GEF assay, Rap1b-BODIPY-GDP exchange fluorescence. Potency, µM (top dose mostly 115 µM), without a hit: top-dose activity change, negative = inhibition, hits mostly inhibitors. actives 0.14% (n = 360,000). AID 720709;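 also: potency is read from the fitted curve at half-maximal effect; plate controls were vehicle for no effect and positive control for full effect; nearly all actives have a fitted effect of over 50% in size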
PI5P4K alpha inh: blocks human PI5P4K alpha kinase activity. actives 1.2% (n = 330,000). max response, %. PI5P4Kalpha enzyme, ADP-Glo luminescence, 60 min; active compounds read low. P48426. AID 652105; active = max response of -50% or lower; inconclusive = between -30% and -50%; inactive = -30% or higher; also: value at the top dose of about 77 µM; % is scaled to controls: 0 for no effect and ±100 for the full control effect
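Single end-point luminescence (ADP-Glo) quantified ADP from PI5P4Kalpha turnover; ATP 5 microM final, 1 h at RT, 0.1% CHAPS and 0.28 mM EGTA in HEPES pH 7.4.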
EPAC1 ag: activates human EPAC1 exchange factor. O95398. EPAC1 agonist qHTS, biochemical assay; response scale: 100% = response to 6.5 mM cAMP. Potency, µM (titrated, usually from 154 µM), without a hit: at the top dose activation, usual class: activators. actives 0.073% (n = 360,000). AID 720707; also: potency is read from the fitted curve at half-maximal effect; nearly all actives have a fitted effect of over 60% in size
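Multi-concentration qHTS readout: loss of Rap1B-bound BODIPY-GDP fluorescence driven by 100 nM EPAC1 with excess GDP (50 uM), monitored kinetically at room temperature; agonist response expressed relative to 6.5 mM cAMP.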
GLP-1R inv ag: GLP-1 receptor (human) inverse agonism; P43220; HEK293 GLP-1R CRE-luciferase, luminescence, 24 h; GLP-1R form is constitutively active; Potency, µM (top dose mostly 38.3 µM), for the others: at the highest dose activity change, negative = inhibition, most hits filed as inhibitors; actives 1.6% (n = 410,000); AID 624417; also: potency is read from the fitted curve at half-maximal effect; % is scaled to controls: 0 for no effect and ±100 for the full control effect; nearly all actives have a fitted effect of over 55% in size
Target sequence (P43220 whole entry, looked up): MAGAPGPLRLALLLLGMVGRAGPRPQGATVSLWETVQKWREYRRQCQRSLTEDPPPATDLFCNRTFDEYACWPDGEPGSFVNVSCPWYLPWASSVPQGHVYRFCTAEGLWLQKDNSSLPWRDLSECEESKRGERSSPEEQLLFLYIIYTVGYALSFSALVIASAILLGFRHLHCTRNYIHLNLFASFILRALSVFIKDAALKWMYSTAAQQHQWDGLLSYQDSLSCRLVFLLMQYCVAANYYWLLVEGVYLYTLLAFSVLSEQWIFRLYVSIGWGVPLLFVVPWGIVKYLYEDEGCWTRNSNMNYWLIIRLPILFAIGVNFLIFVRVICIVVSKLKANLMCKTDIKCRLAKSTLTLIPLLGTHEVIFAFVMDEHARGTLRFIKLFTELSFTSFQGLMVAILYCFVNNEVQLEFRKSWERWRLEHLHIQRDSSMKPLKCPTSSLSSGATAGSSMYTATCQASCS
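HEK293 cells stably co-expressing constitutively active GLP-1R and a cAMP-responsive luciferase reporter were seeded in DMEM with 10% Nu serum, given compounds after 12 h, and incubated 24 h at 37 deg C. Luminescence was then read.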
GLP-1R agonist: activates the human GLP-1 receptor. P43220. HEK293 GLP-1R CRE-luciferase, luminescence, 4-6 h; cells express a hypersensitive GLP-1R form. Potency, µM (highest dose often 45.6 µM), for inactives: top-dose activation, most hits filed as activators. actives 0.007% (n = 380,000). AID 624172; also: potency is read from the fitted curve at half-maximal effect; % of control where 0% means no effect
The depositor's hits bear a star; i = inactive; ? = inconclusive; . = not tested or not shown; & = joins results of further samples; [ ] = remark or other dose. Unless noted, calls follow the shape of the dose curve; as a rule, active = well fitted curve in the direction sought with a large enough effect; inconclusive = small, poorly fitted or top-dose-only effect, or another doubt; inactive = no such curve, though single readings can be large; an effect the other way counts as inactive or inconclusive.

SMILES	PTHR1 agonist	HEK293 tox	PLK1 PBD block	IL-2 act	EPAC1 antagonist	PI5P4K alpha inh	EPAC1 ag	GLP-1R inv ag	GLP-1R agonist
O=C1NCCCC1C(=O)N/N=C/c1ccccc1 (configuration not stated)	i	3%	-5%	1.5	10%	.	-3%	14%	-1%
CCn1c(-c2ccccc2Cl)nn(CC(=O)Nc2ccc(OC)cc2)c1=S	-48%[inhibitor][57.5 µM]	9%	-7%	-0.4	2%	-5	-9%	?	1%
c1cnc2ccc(C(c3nnnn3C3CCCCC3)N3CCN(C4CCCCC4)CC3)cc2c1 (configuration not stated)	i	-29%	-2%	-1.9	10%	0	-10%	6%	-23%
O=C(NCc1ccc2c(c1)OCO2)C1CCN(Cc2cnn(-c3ccccc3)c2-n2cccc2)CC1	11%[57.5 µM]	-35%	1%	0.1	13%	2	4%	?	2%
O=C(O)C(CCc1ccccc1)N1C(=O)c2ccccc2C1=O (configuration not stated)	i	-1%	3%	-0.9	-1%	-6	0%	16%	-8%
O=c1cc(Nc2ccc3c(c2)OCCO3)[nH]c(=O)n1C1CCCCC1	i	-24%	0%	-2.8	5%	.	1%	-1%	-4%
COc1cc(S(=O)(=O)N2CC(=O)Nc3ccccc32)ccc1NC(C)=O	i	-4%	-18%	4.9	-12%	4	6%	6%	8%
CC(=O)N1CCN(C(=O)CSc2nnc(C)n2-c2ccccc2)CC1	i	3%	-1%	-0.1	0%	-9	3%	15%	-2%
COc1ccc(-c2ccc(OC(=O)NC3CCS(=O)(=O)C3)cc2)cc1 (configuration not stated)	i	8%	1%	-0.6	-9%	-12	-4%	6%	11%
COCCSc1nnc(NC(=O)c2cc(C(=O)OC)cc([N+](=O)[O-])c2)s1	-37%[inhibitor]	2%	-10%	0.1	3%	-25	9%	17%	0%
COc1ccc(OCC(=O)Nc2c(C(=O)N3CCN(c4ccccc4)CC3)oc3ccccc23)cc1	i	-1%	.	.	.	.	.	10%	-1%
C[C@]12c3[nH]c4cc(-c5ccco5)ccc4c3CCN1C(=O)[C@@H](CC(=O)NCc1ccco1)C[C@@H]2C(=O)N1CCOCC1	i	2%	2%	-0.1	-4%	-3	0%	3%	2%
O=C(C[n+]1ccc(C(=O)c2ccccc2)cc1)Nc1cccc([N+](=O)[O-])c1	i	-4%	-3%	-0.3	-8%	-2	-8%	7%	-4%
CCN(Cc1ccccc1)C(=O)c1ccc(C(=O)N(CC)Cc2ccccc2)cc1	-59%[inhibitor]	2%	-15%	0.9	-17%	-10	-7%	?	4%
COc1ccc(Cl)cc1NC(=O)CCCNC(=O)c1ccc(Cl)cc1	-2%	-19%	-9%	-0.4	2%	-1	-11%	?	-7%

Complete entries from above:
`O=C(C[n+]1ccc(C(=O)c2ccccc2)cc1)Nc1cccc([N+](=O)[O-])c1` is listed as PTHR1 agonist = i; HEK293 tox = -4%; PLK1 PBD block = -3%; IL-2 act = -0.3; EPAC1 antagonist = -8%; PI5P4K alpha inh = -2; EPAC1 ag = -8%; GLP-1R inv ag = 7%; GLP-1R agonist = -4%
`O=C(NCc1ccc2c(c1)OCO2)C1CCN(Cc2cnn(-c3ccccc3)c2-n2cccc2)CC1` is listed as PTHR1 agonist = 11%[57.5 µM]; HEK293 tox = -35%; PLK1 PBD block = 1%; IL-2 act = 0.1; EPAC1 antagonist = 13%; PI5P4K alpha inh = 2; EPAC1 ag = 4%; GLP-1R inv ag = ?; GLP-1R agonist = 2%

Additional compounds
SMILES	PTHR1 agonist	HEK293 tox	PLK1 PBD block	IL-2 act	EPAC1 antagonist	PI5P4K alpha inh	EPAC1 ag	GLP-1R inv ag	GLP-1R agonist
CC(C)(C)NC(=O)CSc1ncnc2c1nnn2Cc1ccccc1Cl	-13%[57.5 µM]	-27%	27µM*	-1.3	-19%	0	6%	4µM*	-11%
COc1ccc(-c2noc(CN(C(=O)c3ccoc3C)C(C)C)n2)cc1	i	-3%	-6%	-0.3	6%	0	12%	?	11%
COC(=O)Nc1ccc(S(=O)(=O)Nc2cnc3ccccc3n2)cc1	3%	3%	-5%	0.6	1%	-19	3%	11%	-1%
CN(C)S(=O)(=O)c1cccc(CSc2cccc[n+]2[O-])c1	i	-2%	-19%	0.0	-6%	7	2%	-9%	5%
CCOC(=O)C1CCN(C(=O)C2CCN(S(=O)(=O)c3c(C)noc3C)CC2)CC1	i	-5%	4%	1.4	8%	1	-1%	2%	1%
CC(C)(C)CNC(=O)c1cccc2c1C(=O)c1ccc(N3CCCC3)cc1S2(=O)=O	-23%	6%	13%	0.7	36%[activator]	3	?	11%	0%
Cc1nnc(SCC(=O)Nc2ccc3c(c2)OCCO3)n1N	i	-3%	-5%	1.3	3%	-5	-1%	21%	-2%
O=C(CN1CCC(n2nnc3cc(F)ccc32)CC1)NC1CCCCC1	-1%[57.5 µM]	-6%	0%	-0.6	5%	.	2%	17%	6%
CCOc1ccccc1C(=O)N1CCC(C(=O)c2ccc(F)cc2)CC1	-8%[57.5 µM]	-13%	-4%	-1.4	7%	4	-5%	?	-10%
CC1=C(C(=O)N(C(C)C)C(C)C)CC(CC(=O)NCCCN(C)C)C(=O)N1Cc1ccc(C(C)(C)C)cc1 (configuration not stated)	-18%	-10%	-10%	0.5	22%	-8	-18%	?	6%
Cc1ccc(Cl)cc1N1CCN(S(=O)(=O)c2ccc3c(c2)CC(=O)N3C)CC1	i	-3%&0%	-4%	-0.1	-9%	-6	0%	8%&4%	-3%
O=C(Nn1c(SCc2ccccc2F)nc2ccsc2c1=O)c1ccccc1	i	10%	-14%	-4.1	-7%	0	4%	-4%	-10%
CCN1CCSc2ccc(C(=O)NCc3ccc(F)cc3)cc21	-2%	17%	.	.	.	.	.	?	19%
C[C@H](NC(=O)c1ccc2ccccc2c1)C(=O)N1CCC2(CC1)NCCc1[nH]cnc12	i	-14%	2%	3.6	1%	4	9%	-4%	-8%
COc1cccc(NC(=O)CN(C)C(=O)c2c(C)nn(-c3ccccc3)c2Cl)c1	i	18%	0%	0.3	-18%	8	7%	-19%	14%
CC(=O)Nc1ccc(C(=O)N(C2=NC(C)CS2)c2ccc(Cl)cc2)cc1 (configuration not stated)	i	0%	-11%	-0.7	-12%	-8	15%	?	12%
CCN(CC)S(=O)(=O)c1ccc(N2CCN(C)CC2)c(NC(=O)Nc2ccc(C)cc2)c1	-4%	-25%	6%	1.2	7%	-1	-7%	?	11%
O=C(NCCCN1CCCC1=O)c1cc(S(=O)(=O)N2CCOCC2)ccc1Cl	i	2%	3%	-3.9	10%	1	-12%	6%	1%
COc1ccccc1NC(=O)c1ccc(NC(=O)COC(=O)C(C)C)cc1	-14%	-3%	-6%	-1.2	-22%	-5	-4%	87%[activator]	5%
Cc1ccnc(N2CCCC(C(=O)Nc3ccc(C)c(C)c3)C2)n1 (configuration not stated)	-3%	-4%	-16%	0.5	-1%	-1	2%	?	6%
CCOc1ccc(NC(=O)CN(C)C(=O)CC2OC(=O)c3ccccc32)cc1OCC (configuration not stated)	i	3%	-4%	-0.3	-17%	-9	-8%	8%	-1%
CCCCN1CC(=O)N2[C@H]3c4cc(Br)ccc4OC[C@@H]3[C@H](C(=O)OCC)[C@]2(C)C1=O	i	-10%	4%	-1.6	3%	8	-12%	-21%	-3%
CCC(=O)Nc1nn(CC(C)C)c2nc3ccc(C)cc3cc12	i	23%	1%	0.4	7%	-10	-2%	7%	0%
Cc1ccc(CNc2oc(-c3ccco3)nc2C#N)cc1	i	0%[1.53 µM]	3%	-0.1	12%	5	13%	84%[activator]	25%
Cc1ccc(C(=O)NCCCN2CCOCC2)cc1	-3%[57.5 µM]	3%	-9%	-0.4	6%	-2	0%	-16%	8%
N#Cc1c(-c2ccc(F)cc2)c2c([nH]c1=O)-c1ccccc1OC2	-10%	51%[activator]	-5%	1.1	-2%	-4	0%	3%	9%
CC1CN(S(=O)(=O)c2cccc(C(=O)NCCc3ccc(S(N)(=O)=O)cc3)c2)CC(C)O1 (configuration not stated)	i	-6%	2%	-0.3	-8%	0	-2%	-12%	6%
O=C(O)CCc1nc2cc(Cl)ccc2n(Cc2ccccc2)c1=O	8%	7%	-14%	1.1	-19%	-6	1%	-3%	1%
CCCCCCCN1C(N(C)C)=NC[C@@H]1Cc1ccccc1	i	-7%	-7%	-0.6	-2%	-2	-5%	-28%	8%
CCOC(=O)N1CCN(C(=O)Cn2c(C)cc3ccccc3c2=O)CC1	-42%[inhibitor]	-8%	-9%	-1.7	1%	19	11%	-16%	-6%
COc1ccc(CN=Cc2c(C(=O)O)[nH]c3ccccc23)cc1	i	0%	-4%	-1.9	0%	-11	4%	6%	-2%
CN(Cc1ccccc1)C(=O)c1ccccc1-c1ccccc1	i	4%	?	-0.2	-5%	6	9%	?	0%
CCOc1ccc2nc(SCC(=O)c3ccccc3)sc2c1	-13%[57.5 µM]	10%	1%	-1.4	-4%	.	12%	0%	19%
O=C(Cc1ccc(Cl)cc1)SCc1ccccc1	i	1%	-11%	-4.9	-9%	1	-10%	6%	9%
COc1ccc(CN2CCNC(=O)C2CC(=O)N(C)Cc2nc(C)cs2)c(OC)c1 (configuration not stated)	-1%	-2%	-8%	-1.5	3%	1	3%	8%	8%
O=C1c2ccccc2C(c2nnnn2-c2ccc3c(c2)OCCO3)N1Cc1cccs1 (configuration not stated)	i	-12%	-15%	0.5	-3%	-1	2%	-5%	-4%
O=C(CCCc1ccccc1)NC1CCSC1=O (configuration not stated)	i	-16%	-5%	-2.2	13%	.	-4%	11%	-2%
Cc1ccc(C(=O)N2CCC(n3nccc3NC(=O)c3ccccc3C)CC2)cn1	-6%	18%	-4%	0.6	-1%	-6	14%	30%[activator]	-2%
Cn1c(=Nc2ccccc2)sc2ccccc21	7%[57.5 µM]	5%	2%	-1.8	0%	.	20%	-1%	?
Cc1ccc(NC(=O)c2ccc(S(=O)(=O)N3CCCCC3)cc2)nc1	-33%[inhibitor]	-3%	1%	1.3	-6%	0	-1%	-5%	7%

Bioassay records deposited in PubChem BioAssay by National Center for Advancing Translational Sciences (NCATS).

Some of the compounds tested; the hit share may differ from the screen's.
